Source: PubChem BioAssay
TLR9-MyD88 block – inhibitors of TLR9-MyD88 association in cells, primary screen, cell-based, CHO, BLA complementation, fluorescence. Toll-like receptor 9 (Homo sapiens) + Myeloid differentiation primary response protein …. CCF4 FRET ratio. inhibition, % at 4.98 µM. 340,000 tested, 0.21% active. AID 504734, 2011;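 active means inhibition above the mean over all tested compounds plus 3 SD, cut at about 21% in these data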;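 further: 0% = DMSO only wells and 100% = clavulanate BLA inhibitor control wells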
Target sequence (Q99836 whole entry, looked up): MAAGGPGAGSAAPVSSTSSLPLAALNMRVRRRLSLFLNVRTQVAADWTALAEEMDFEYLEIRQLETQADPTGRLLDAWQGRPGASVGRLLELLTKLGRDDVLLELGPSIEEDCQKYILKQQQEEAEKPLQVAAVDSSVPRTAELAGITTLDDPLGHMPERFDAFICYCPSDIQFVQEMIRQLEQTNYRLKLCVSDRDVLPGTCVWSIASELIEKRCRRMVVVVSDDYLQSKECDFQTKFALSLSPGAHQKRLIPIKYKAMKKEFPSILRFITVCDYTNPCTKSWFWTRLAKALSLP
Target sequence (Q9NR96 whole entry, looked up): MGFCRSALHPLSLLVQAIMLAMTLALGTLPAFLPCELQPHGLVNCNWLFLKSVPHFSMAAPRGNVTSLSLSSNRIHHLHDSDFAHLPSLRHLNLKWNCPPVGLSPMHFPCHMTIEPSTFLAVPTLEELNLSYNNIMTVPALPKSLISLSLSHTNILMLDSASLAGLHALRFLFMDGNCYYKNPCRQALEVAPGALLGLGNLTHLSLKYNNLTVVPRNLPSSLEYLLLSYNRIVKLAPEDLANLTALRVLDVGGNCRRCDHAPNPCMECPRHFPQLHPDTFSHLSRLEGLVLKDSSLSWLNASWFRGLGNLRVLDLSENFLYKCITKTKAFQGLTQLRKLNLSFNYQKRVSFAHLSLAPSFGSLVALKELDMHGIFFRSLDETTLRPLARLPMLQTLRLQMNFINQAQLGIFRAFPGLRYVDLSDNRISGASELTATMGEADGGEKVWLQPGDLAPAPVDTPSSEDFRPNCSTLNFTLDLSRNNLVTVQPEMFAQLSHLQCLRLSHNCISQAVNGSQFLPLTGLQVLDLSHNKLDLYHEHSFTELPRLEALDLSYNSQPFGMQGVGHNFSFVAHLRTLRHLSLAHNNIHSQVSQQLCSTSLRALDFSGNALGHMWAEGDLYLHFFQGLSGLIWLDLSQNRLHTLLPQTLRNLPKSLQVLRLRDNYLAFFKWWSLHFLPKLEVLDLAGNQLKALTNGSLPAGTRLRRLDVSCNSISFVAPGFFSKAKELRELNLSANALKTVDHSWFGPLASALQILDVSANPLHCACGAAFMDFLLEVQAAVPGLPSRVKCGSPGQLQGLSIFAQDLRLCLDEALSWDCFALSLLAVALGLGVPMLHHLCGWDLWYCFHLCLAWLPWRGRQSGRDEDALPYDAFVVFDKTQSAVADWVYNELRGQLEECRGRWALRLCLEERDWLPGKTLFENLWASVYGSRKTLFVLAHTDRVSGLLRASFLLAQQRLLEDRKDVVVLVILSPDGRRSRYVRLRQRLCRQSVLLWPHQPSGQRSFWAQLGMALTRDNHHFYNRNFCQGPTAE
TRAIL sens C8 – viability loss with TRAIL in NB7+C8 cells, primary screen, TRAIL sensitizer project, cell-based, ATPlite luminescence; 360,000 tested, 1% active; AID 624354, 2012; inhibition (viability loss, TRAIL sensitization), % at 10 µM;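 active means compounds causing at least 50% loss of cell viability in the single-dose screen, relative to plate controls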
NR2F2 inh – NR2F2 transcriptional activity inhibitors, primary screen, cell-based, luciferase reporter, HEK293T, luminescence. 370,000 tested, 0.7% active. HEK293T NGFI-A luciferase reporter. inhibition, % at 8.6 µM;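 active means inhibition above a per-plate cutoff, mean inhibition of test wells between control levels plus 3 SD, cut at about 38% in these data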;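 further: cells cotransfected with COUP-TFII expression vector driving the NGFI-A reporter; 0% = median of COUP-TF2 test wells and 100% = reporter-only cells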
NR5A2 inv ag – LRH-1 (NR5A2) inverse agonists, primary screen, cell-based, luminescence, HEK293T, StAR-luciferase reporter. 360,000 tested, 0.13% active. AID 602396, 2012. inhibition, % at 3.6 µM. LRH-1 transfected, 24 h;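 active means inhibition above the mean inhibition of all tested compounds plus 3 SD, cut at about 73% in these data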;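 further: 0% = DMSO wells and 100% = reporter-only cells lacking LRH-1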
TWEAK-Fn14 inh – inhibitors of TWEAK-Fn14 signaling, primary screen, luciferase reporter cells, uHTS. TWEAK-stimulated Fn14 reporter cells, luciferase luminescence, 8 h. 360,000 tested, 2% active. inhibition, % at 10 µM. AID 1159606, 2016; in the data active means inhibition above about 50%
NCOA3 inh – SRC3 coactivator transcriptional activity inhibitors, primary screen, cell-based, luminescence; HEK293 GAL4-SRC3 luciferase reporter; Nuclear receptor coactivator 3 (Homo sapiens), Q9Y6Q9; AID 588352, 2011; 360,000 tested, 0.17% active; inhibition, % at 3.6 µM;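 active means inhibition above a per-campaign cutoff, the mean of all compounds plus 3 SD, cut at about 60% in these data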;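 further: 0% = DMSO-treated cells and 100% = gossypol-treated cells at 36 µM; higher means less SRC3-driven luciferase light from the GAL4 reporter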
LMP1 NFkB inh – EBV LMP1-driven NF-kappaB luciferase reporter inhibitors, primary screen, cell-based, luminescence, single point | AID 504558, 2011 | inhibition, % at 12.5 µM | 350,000 tested, 0.69% active | LMP1-induced NF-kappaB luciferase reporter cells; in the data active means inhibition above about 41%;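 further: 0% = neutral control wells and 100% = reference inhibitor control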
SRC2 inh – inhibition of GAL4-SRC2 driven luciferase reporter, primary screen, SRC2 inhibitor project, cell-based, luminescence | AID 651957, 2012 | 370,000 tested, 0.17% active | Nuclear receptor coactivator 2 (Homo sapiens), Q15596 | inhibition, % at 9 µM | HEK293 GAL4-SRC2 luciferase reporter;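 active means inhibition above the mean inhibition of all tested compounds plus 3 SD, set per campaign, cut at about 52% in these data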;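 further: 0% = DMSO treated cells and 100% = cells given Gossypol at 36 µM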
NOD2-RIPK2 inh – NOD2-RIPK2 binding disruptors in cells, primary screen, fluorescence, CHO cells, BLA complementation; CCF4 ratio; inhibition, % at 4.98 µM; 360,000 tested, 0.38% active; Receptor-interacting serine/threonine-protein kinase 2 (Homo sapiens), O43353; AID 624267, 2012; in the data active means inhibition above about 21%;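 further: 0% = vehicle only and 100% = reference blocker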
TROY signal inh – inhibitors of TROY-driven NF-kB signaling, primary screen, Q293 LMP1-TROYcd cells, NF-kB luciferase, uHTS; Q293 LMP1-TROYcd NF-kB luciferase reporter, 4 h; inhibition, % at 10 µM; 360,000 tested, 0.98% active; AID 1347056, 2019;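 active means compounds whose plate-normalised and pattern-corrected inhibition of the luciferase reporter signal at the single screening dose is 50% or more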
SRC1 inh – SRC1 coactivator transcriptional activity inhibitors, primary screen, cell-based, luminescence; Nuclear receptor coactivator 1 (Homo sapiens), Q15788; HEK293 GAL4-SRC1 luciferase reporter; inhibition, % at 3.6 µM; 360,000 tested, 0.12% active;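 active means inhibition above the campaign mean plus 3 SD, with each screening campaign given its own cutoff, cut at about 60% in these data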;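 further: 0% = DMSO treated cells and 100% = gossypol at 36 µM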
* hit, by the source's call; . = not tested or not shown.

The first 11 compounds, ahead of the listing:
canonical_smiles	NOD2-RIPK2 inh	NR5A2 inv ag	SRC2 inh	LMP1 NFkB inh	TRAIL sens C8	TROY signal inh	SRC1 inh	TWEAK-Fn14 inh	NCOA3 inh	NR2F2 inh	TLR9-MyD88 block
O=C(CSc1nc(NS(=O)(=O)c2ccccc2)cc(=O)[nH]1)Nc1ccc(F)cc1	1	-25	-5	-5	-22	-31	-14	-1	10	-6	-13
Cc1cccc(NC(=O)Cc2ccc(Br)cc2)n1	4	-49	-17	-11	2	-32	-38	-21	-48	-52	-6
COc1cccc(-c2cnc3c(NC=O)cc(-c4ccc(N5CCN(C)CC5)cc4)cn23)c1	9	-61	-49	.	31	31	-68	-12	-60	-28	.
Cc1ccc(NC(=O)C(C)N2C(=O)c3ccccc3C2=O)cc1S(=O)(=O)N1CCOCC1 (stereo unspecified)	7	10	-16	-2	-2	64*	-8	17	-4	7	-10
COC(=O)[C@H](CC(C)C)NC(=O)NCc1ccc(Cl)cc1	1	16	-27	1	-5	21	12	-21	24	21	5
C/C(CC(=O)N(C(C)C)C(C)C)=N\NC(=O)COc1ccc(Br)cc1Br	-13	11	17	5	10	-1	-5	2	1	4	-8
Cc1ccc(S(=O)(=O)N2CCOCC2)cc1NC(=O)CNC(C)c1ccccc1 (stereo unspecified)	1	-6	9	-2	-13	1	13	-2	9	8	-8
C/C(Cl)=C\Cn1c(NCCCn2ccnc2)nc2c1c(=O)n(C)c(=O)n2C	-7	-1	-12	5	5	-6	8	-14	-2	7	-6
COc1ccc(OC)c(S(=O)(=O)Nc2cnc3ccccc3c2)c1	-10	10	4	-10	14	1	7	14	4	20	9
O=c1oc(CCCO)cc2ccc(C#Cc3ccsc3)cc12	5	-107	-80	-20	17	-23	-96	-29	-96	-11	5
COc1ccc(CCN2CC(C(=O)N(C)CC(=O)Nc3ccc(F)c(F)c3F)CC2=O)cc1OC (stereo unspecified)	1	-22	14	-3	-7	-1	4	9	8	4	-5

Main list, from the first entry:
canonical_smiles	NOD2-RIPK2 inh	NR5A2 inv ag	SRC2 inh	LMP1 NFkB inh	TRAIL sens C8	TROY signal inh	SRC1 inh	TWEAK-Fn14 inh	NCOA3 inh	NR2F2 inh	TLR9-MyD88 block
O=C(CSc1nc(NS(=O)(=O)c2ccccc2)cc(=O)[nH]1)Nc1ccc(F)cc1	1	-25	-5	-5	-22	-31	-14	-1	10	-6	-13
Cc1cccc(NC(=O)Cc2ccc(Br)cc2)n1	4	-49	-17	-11	2	-32	-38	-21	-48	-52	-6
COc1cccc(-c2cnc3c(NC=O)cc(-c4ccc(N5CCN(C)CC5)cc4)cn23)c1	9	-61	-49	.	31	31	-68	-12	-60	-28	.
Cc1ccc(NC(=O)C(C)N2C(=O)c3ccccc3C2=O)cc1S(=O)(=O)N1CCOCC1 (stereo unspecified)	7	10	-16	-2	-2	64*	-8	17	-4	7	-10
COC(=O)[C@H](CC(C)C)NC(=O)NCc1ccc(Cl)cc1	1	16	-27	1	-5	21	12	-21	24	21	5
C/C(CC(=O)N(C(C)C)C(C)C)=N\NC(=O)COc1ccc(Br)cc1Br	-13	11	17	5	10	-1	-5	2	1	4	-8
Cc1ccc(S(=O)(=O)N2CCOCC2)cc1NC(=O)CNC(C)c1ccccc1 (stereo unspecified)	1	-6	9	-2	-13	1	13	-2	9	8	-8
C/C(Cl)=C\Cn1c(NCCCn2ccnc2)nc2c1c(=O)n(C)c(=O)n2C	-7	-1	-12	5	5	-6	8	-14	-2	7	-6
COc1ccc(OC)c(S(=O)(=O)Nc2cnc3ccccc3c2)c1	-10	10	4	-10	14	1	7	14	4	20	9
O=c1oc(CCCO)cc2ccc(C#Cc3ccsc3)cc12	5	-107	-80	-20	17	-23	-96	-29	-96	-11	5
COc1ccc(CCN2CC(C(=O)N(C)CC(=O)Nc3ccc(F)c(F)c3F)CC2=O)cc1OC (stereo unspecified)	1	-22	14	-3	-7	-1	4	9	8	4	-5
O=C(NC(=O)N1CCCC1)c1csnn1	-4	9	-3	0	2	7	-2	-9	21	-16	-10
CCc1ccc(NC(=S)N2CCN(c3cccc(OC)c3)CC2)cc1	6	9	-2	4	-5	15	0	14	7	18	-5
Cc1ccc(S(=O)(=O)N2CCC(C(=O)NC3CC3)CC2)cc1	-6	6	-20	1	-17	6	9	6	-3	1	4
O=C(O)/C=C\C(=O)Nc1ccccc1C(=O)N1CCN(c2ccc(Cl)cc2)CC1	-5	-26	-12	3	-3	-18	-7	-4	10	2	4

canonical_smiles	NOD2-RIPK2 inh	NR5A2 inv ag	SRC2 inh	LMP1 NFkB inh	TRAIL sens C8	TROY signal inh	SRC1 inh	TWEAK-Fn14 inh	NCOA3 inh	NR2F2 inh	TLR9-MyD88 block
O=C(OCC(=O)N(CCc1ccccc1)Cc1ccccc1)c1cc(S(=O)(=O)N2CCOCC2)ccc1F	10	-17	-3	-1	8	21	-2	-16	8	-2	1
COc1ccc(NCC(=O)Nc2c(C)cccc2C)cc1S(=O)(=O)N1CCOCC1	-8	7	-20	8	0	-3	10	-8	12	0	4
CC1(C)Cc2ccccc2C(NN=C2CCCC2)=N1	-1	19	8	1	-3	-11	1	8	5	7	0
Cc1nc(NCCc2ccccc2)sc1C(=O)N(C)C	-6	-46	-37	-9	4	-19	-51	-31	-48	-2	-4
Cc1ccc(F)cc1NC(=O)C1C2CCC(O2)C1C(=O)O (stereo unspecified)	4	-12	3	-4	-8	4	-11	-15	-9	12	-2
Cc1ccc(S(=O)(=O)CC(O)CN2CCCC2=O)cc1 (stereo unspecified)	0	9	-19	3	-17	-10	2	-6	5	-10	6
Cc1cccc(NC(=O)c2ccc(NC(=O)c3ccccc3Br)cc2)c1	13	-7	-10	.	0	-5	-1	19	-1	-1	8
COc1ccc(NS(=O)(=O)c2ccc(C)c(C(=O)OC(C)C(=O)N3CCOCC3)c2)cc1 (stereo unspecified)	-12	16	19	6	-22	0	-8	10	-1	1	4
CN(C)CCCNc1ncnc2c1cnn2Cc1ccccc1Cl	11	7	-1	-8	11	0	-20	1	-13	-1	-1
c1ccc2c(CSCc3nc4ccccc4[nH]3)cccc2c1	11	-16	-10	-9	12	-7	-40	14	-3	-9	-8
CS(=O)(=O)c1ccc(Cl)c(NC(=O)CN2CCN(S(=O)(=O)/C=C/c3ccccc3)CC2)c1	-7	-8	29	-1	5	5	-27	-17	-11	4	5
CCCNC(=O)NC(=O)CSc1nc2ccccc2c(=O)n1Cc1ccncc1	-3	10	-14	15	-8	4	-8	7	9	5	-2
O=C(Nc1nccs1)c1ccc(COc2ccccc2Cl)o1	-7	-35	-25	-68	2	-12	-13	27	-32	-12	8
O=C1C=CCCC1	5	-5	-10	5	0	-9	5	8	3	-7	4
CCOc1ccc(NC(=O)NC(=O)N(C(C)C)S(C)(=O)=O)cc1	-4	-18	-32	-4	11	-3	-26	-8	0	-1	15

canonical_smiles	NOD2-RIPK2 inh	NR5A2 inv ag	SRC2 inh	LMP1 NFkB inh	TRAIL sens C8	TROY signal inh	SRC1 inh	TWEAK-Fn14 inh	NCOA3 inh	NR2F2 inh	TLR9-MyD88 block
CCN(CC)S(=O)(=O)c1ccc(N2CCN(S(=O)(=O)c3ccccc3)CC2)nc1	-1	-19	9	5	29	12	6	7	4	0	-10
Cc1cccc(-n2c(C)n[nH]c2=S)c1	-11	-3	-18	6	6	6	3	11	-6	9	6
N#Cc1ccccc1/C=C/C(=O)N1CCOCC1	-1	-15	27	-18	-9	-14	-2	31	14	9	-2
COc1cccc(C2N(c3ccccc3)CCN2c2ccccc2)c1OC	-5	9	-3	0	4	-23	4	1	6	17	-2
CC(C)NC(=O)C1(C)CCN1Cc1cccc(Cl)c1 (stereo unspecified)	3	-4	12	.	6	0	-7	-7	14	-4	.
O=C(C[C@H]1C/C=C\C[C@@H](Cc2ccc(F)cc2)C(=O)OC[C@H]2CCCN2C1=O)N[C@H](CO)Cc1ccccc1	-10	-4	-17	4	-11	-9	-8	4	-34	12	-8
COc1cc(/C=C(\C#N)c2nc3ccccc3n2C)cc(OC)c1O	3	2	15	1	-26	-9	-2	39	8	6	-8
CC(Sc1ccccc1)C(=O)N(CCC#N)Cc1cccnc1 (stereo unspecified)	-3	1	4	-3	-7	5	-33	1	7	12	3
CCCOc1c(OC)cccc1C1CC(=O)Nc2cc3c(cc21)OCCO3 (stereo unspecified)	-1	10	-35	-11	2	24	-22	38	-3	9	-10
c1ccc(C(c2ccccc2)N2CCN(c3ccc4ccccc4n3)CC2)cc1	-3	17	4	-10	9	-2	-3	17	22	6	-2
CCN(CC(=O)Nc1c(F)cccc1F)C(=O)c1ccc(-c2ccccc2)cc1	4	-21	4	8	-10	-25	-32	-13	12	-8	6
CC(Oc1ccccc1F)C(=O)NCCN1CCCCC1 (stereo unspecified)	-3	2	13	-3	-4	20	9	7	15	-9	-1
CCn1cc(/C=N/NS(=O)(=O)c2ccc(OC)cc2)c(C)n1	-7	-2	2	-7	-4	-2	-21	15	-14	-3	-10
Cc1ccc(C2Nc3cccc4cccc(c34)N2)cc1	4	-11	-49	0	3	-35	-60	37	-17	7	5
COc1cc2nc(-c3ccc(Br)o3)oc(=O)c2cc1OC	3	3	14	1	-4	-7	5	7	-2	12	3

Only NR5A2 inv ag, for two of the compounds above:
| compound | NR5A2 inv ag |
| --- | --- |
| COc1cc2nc(-c3ccc(Br)o3)oc(=O)c2cc1OC | 3 |
| COc1ccc(OC)c(S(=O)(=O)Nc2cnc3ccccc3c2)c1 | 10 |

Going on with the list.
canonical_smiles	NOD2-RIPK2 inh	NR5A2 inv ag	SRC2 inh	LMP1 NFkB inh	TRAIL sens C8	TROY signal inh	SRC1 inh	TWEAK-Fn14 inh	NCOA3 inh	NR2F2 inh	TLR9-MyD88 block
CCOC(=O)C1CCN(CC(O)COC(CC)c2ccccc2)CC1 (stereo unspecified)	5	-4	4	10	-15	-11	-23	-3	15	-4	-6
Cc1ccc2c(CN3CCN(CCO)CC3)cc(=O)oc2c1	-2	21	-10	8	-2	-22	-4	-9	0	-9	-19
CN(C)CC/C=C1/c2cc(F)ccc2Sc2ccc(Cl)cc21	4	0	-35	5	-11	-15	-10	8	17	24	-2
Cc1ccn(CCC(=O)N2CCCC(N3CCN(c4ccccc4C)CC3)C2)n1 (stereo unspecified)	0	0	14	8	-7	-8	2	-44	-61	1	-8
CCC(C)Nc1nc(N)c([N+](=O)[O-])c(NC2CCCCC2)n1 (stereo unspecified)	0	0	-20	-24	-3	-15	13	5	-16	-8	8
Cn1c(=O)c2c(nc(SCCN3CCCCC3)n2C)n(C)c1=O	-9	12	-36	-4	10	-17	-2	-19	-15	1	12

An excerpt; count on the stated rates, not on these rows.
